High-throughput results: PubChem BioAssay, The Scripps Research Institute Molecular Screening Center
ZTA DNA inh – ZTA (EBV) inhibition in EBNA-1 counter-screen; ZTA-DNA binding, fluorescence polarization; inhibition, % at 11 µM; actives 0.15% (n = 320,000); AID 2234; in the data active = inhibition above about 33%
Target sequence (P03206 whole entry, looked up): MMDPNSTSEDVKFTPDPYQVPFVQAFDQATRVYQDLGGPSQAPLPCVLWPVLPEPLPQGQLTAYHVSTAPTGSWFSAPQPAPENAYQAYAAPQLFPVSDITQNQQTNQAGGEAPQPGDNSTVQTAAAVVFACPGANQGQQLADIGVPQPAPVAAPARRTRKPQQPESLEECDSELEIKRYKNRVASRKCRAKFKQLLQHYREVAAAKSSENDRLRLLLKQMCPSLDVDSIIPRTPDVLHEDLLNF
PREPL inh – PREPL enzyme inhibitors, primary screen, biochemical, fluorescence polarization. Prolyl endopeptidase-like (Homo sapiens), Q4J6C6. recombinant PREPL, fluorescence polarization activity-based probe. inhibition, % at 5.96 µM. actives 0.68% (n = 320,000); in the data active = inhibition above about 43%;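 also: 0% = enzyme with DMSO and 100% = wells lacking enzyme; many of its hits are not listed in these tables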
EBNA-1 inhibitor – EBNA-1 DNA-binding inhibitors, primary screen, biochemical, fluorescence polarization. inhibition, % at 14.8 µM. actives 0.34% (n = 300,000). AID 1950, 2009; in the data active = inhibition above about 28%
LYPLA1 inh – LYPLA1 inhibitors, primary screen, counter-screen for PME1 inhibitor project, biochemical, fluorescence polarization, FP-Rh probe ABPP; Acyl-protein thioesterase 1 (Homo sapiens), O75608; recombinant LYPLA1; inhibition, % at 5.9 µM; actives 0.16% (n = 320,000);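 active = inhibition above the mean of all tested compounds plus 3 SD, set per campaign, cut at about 14% in these data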;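 also: inhibitors block serine hydrolase probe labeling of LYPLA1 so polarization falls; 0% = enzyme with DMSO and 100% = wells lacking LYPLA1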
LYPLA2 counter – LYPLA2 inhibitors, primary screen, counter-screen for PME1 inhibitor project, biochemical, fluorescence polarization, FP-Rh probe ABPP. Acyl-protein thioesterase 2 (Homo sapiens), O95372. recombinant LYPLA2. inhibition, % at 5.9 µM. actives 0.38% (n = 320,000);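 active = inhibition above the screen-wide mean plus 3 SD, limit set per campaign, cut at about 26% in these data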;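 also: 0% = LYPLA2 with DMSO and 100% = wells lacking LYPLA2 enzyme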
PAD4 FP inh – human PAD4 inhibitors, primary screen, biochemical, fluorescence polarization, 1536-well format. Protein-arginine deiminase type-4 (Homo sapiens), Q9UM07. recombinant PAD4, RCA probe fluorescence polarization. inhibition, % at 6.36 µM. actives 0.41% (n = 330,000). AID 485272, 2010;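 active = percent inhibition above a cutoff equal to the mean of all tested compounds plus 3 SD, cut at about 15% in these data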;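 also: 0% = PAD4 with RCA probe and DMSO and 100% = probe without PAD4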
Target sequence (Q9UM07 whole entry, looked up): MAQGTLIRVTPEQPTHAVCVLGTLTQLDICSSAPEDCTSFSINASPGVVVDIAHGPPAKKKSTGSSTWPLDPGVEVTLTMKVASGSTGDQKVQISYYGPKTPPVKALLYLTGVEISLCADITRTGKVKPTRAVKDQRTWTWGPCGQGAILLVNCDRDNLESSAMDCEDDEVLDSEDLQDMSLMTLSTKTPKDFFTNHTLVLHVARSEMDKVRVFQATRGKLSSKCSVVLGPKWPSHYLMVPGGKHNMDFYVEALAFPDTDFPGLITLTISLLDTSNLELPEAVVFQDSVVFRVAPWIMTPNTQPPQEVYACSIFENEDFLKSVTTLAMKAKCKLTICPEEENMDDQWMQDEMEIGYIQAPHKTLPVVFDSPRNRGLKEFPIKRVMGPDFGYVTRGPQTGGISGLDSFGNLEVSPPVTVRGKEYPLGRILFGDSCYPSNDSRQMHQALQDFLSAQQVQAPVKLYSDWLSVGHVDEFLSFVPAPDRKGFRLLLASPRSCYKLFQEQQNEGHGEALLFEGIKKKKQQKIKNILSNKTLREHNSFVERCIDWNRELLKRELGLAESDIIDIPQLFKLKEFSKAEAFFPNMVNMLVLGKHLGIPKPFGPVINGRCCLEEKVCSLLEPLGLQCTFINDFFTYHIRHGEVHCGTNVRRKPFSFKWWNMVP
GSTO1 counter – inhibitors of recombinant GSTO1, primary screen, counter-screen for RBBP9 inhibitor project, biochemical, fluorescence polarization; AID 1974, 2009; inhibition, % at 5.96 µM; actives 1.1% (n = 300,000); Glutathione S-transferase omega-1 (Homo sapiens), P78417; activity-based probe fluorescence polarization;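 active = inhibition above the campaign mean inhibition plus 3 SD, cut at about 35% in these data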;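 also: 0% = GSTO1-1 with DMSO and 100% = wells lacking GSTO1-1 enzyme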
PAFAH2 FP inh – PAFAH2 enzyme inhibitors, primary screen, biochemical, fluorescence polarization, human; Platelet-activating factor acetylhydrolase 2, cytoplasmic (Homo sapiens), Q99487; recombinant PAFAH2, FP-rhodamine activity probe; inhibition, % at 3.39 µM; actives 0.99% (n = 340,000); AID 492956, 2010;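 active = inhibition above the mean over all tested compounds plus 3 SD, cut at about 30% in these data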;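 also: inhibitors block probe labeling of enzyme so polarization drops; 0% = enzyme with DMSO and 100% = wells lacking PAFAH2 protein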
PAFAH1B3 FP inh – PAFAH1B3 enzyme inhibitors, primary screen, biochemical, fluorescence polarization, human; actives 0.28% (n = 340,000); recombinant PAFAH1B3, FP-rhodamine probe; Platelet-activating factor acetylhydrolase IB subunit alpha1 (Homo sapiens), Q15102; inhibition, % at 3.39 µM; AID 492972, 2010;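 active = inhibition above the screen-wide average of all tested compounds plus 3 SD, cut at about 25% in these data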;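 also: 0% = enzyme with DMSO only and 100% = wells lacking PAFAH1B3 protein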
Numbers without * were called inactive; . = not tested or not shown; & = joins results of further samples.

Order of values: ZTA DNA inh	PREPL inh	EBNA-1 inhibitor	LYPLA1 inh	LYPLA2 counter	PAD4 FP inh	GSTO1 counter	PAFAH2 FP inh	PAFAH1B3 FP inh
Cc1noc(C)c1COc1ccc(CC(=O)NC2CCCCCC2)cc1
  12	0	6	4	-4	0	6	2	3
COc1cc(OC)cc(Oc2ccc(S(=O)(=O)N3CCCCC3)cc2[N+](=O)[O-])c1
  2	-5	-1	0	2	-3	26	3	0
COc1ccc(/C=C/c2nc(N)nc(-c3ccccc3O)n2)cc1
  15	0	17	-4	-4	-3	-3	-7	-6
O=c1[nH]nc(CNc2ccc(C(F)(F)F)cc2)c2ccccc12
  -6	7	-6	-5	0	1	-42	50*	-1
C/C(=N\NC(=O)c1cc(C)oc1C)c1ccc(C)c([N+](=O)[O-])c1
  0	10	.	-1	0	2	.	-5	-8
CCN(CC)S(=O)(=O)c1ccc2c(c1)c(=O)c(C(=O)NCCN(C)CCc1ccccc1)cn2C
  7	11	0	5	-1	-2	1	5	3
COc1ccc(C(=O)C2CCCN(C(=O)c3ccnn3C)C2)cc1OC (stereo not drawn)
  -27	3	-7	2	7	1	-1	-2	2
CCOC(=O)N1CCN(C(=O)c2ccc(N(Cc3ccccc3Cl)S(C)(=O)=O)cc2)CC1
  -12	2	-1	0	-3	-3	-4	5	2
O=C(CSc1ccc2nnc(-c3ccccn3)n2n1)N1CCN(c2ccccc2)CC1
  -1	38	5	-2	2	1	3	5	5
O=C(CCNC(=O)c1ccc(Cl)cc1)NCCCN1CCOCC1
  -20	6	.	0	1	1	.	-5	16
CCC(C)Sc1nc2c(c(=O)[nH]c(=O)n2C)n1Cc1ccccc1Cl (stereo not drawn)
  1	4	-5	-2	0	3	-1	3	6
CCOCCCNc1ccc(N2C(=O)CCCC2=O)cc1[N+](=O)[O-]
  16	2	0	1	0	-1	4	-1	2
COc1ccc(OC)c(N(CC(=O)Nc2ccccc2C(=O)NCc2ccco2)S(C)(=O)=O)c1
  -1	0	14	1	5	-1	-3	18	1
O=C1CCc2ccc(OCCCCN3CCN(c4cccc(Cl)c4Cl)CC3)cc2N1
  -18	15	0	-2	17	0	6	-1	11
CN(CC(=O)O)S(=O)(=O)/C=C/c1ccccc1
  0	1	-7	-1	3	0	-2	3	5
Cc1ccc(OCCCCN2CCc3ccccc3C2)cc1
  -4	12	3	0	2	-6	4	-3	3
O=C(N/N=C/c1c(Cl)nc2ccccn2c1=O)c1cccnc1
  -1	-3	-4	1	0	-2	2	1	6
O=C1CC(NCCN2CCOCC2)C(=O)N1Cc1ccc(N2CCCC2=O)cc1 (stereo not drawn)
  2	-7	-5	1	-4	-3	-4	3	-5
O=C(COC(=O)CCS(=O)(=O)c1ccccc1)Nc1cc(S(=O)(=O)N2CCCCC2)ccc1Cl
  1	2	1	1	2	-1	6	4	5
C[N+](C)(C)CC(=O)N/N=C/c1c2ccccc2cc2ccccc12
  -5	8	-11	0	0	3	2	6	-1
O=C(NCCc1ccccc1)c1ccc2nc3cc(Cl)ccc3c(=O)n2c1
  -3	4	2	-4	-7	6	-1	3	12
COc1ccc(OCC(=O)Nc2ccc3c(c2)OCO3)cc1
  -4	2	8	0	0	-7	7	7	3
COc1ccccc1CCNC(=O)c1cccc(S(=O)(=O)NCc2ccccc2)c1
  -1	-10	-2	0	1	1	4	4	-1
COc1ccc(S(=O)(=O)NC2CC(=O)N(c3ccc(C)c(C)c3)C2)cc1C (stereo not drawn)
  -24	-30	2	0	1	0	2	-6	5
O=C(O)c1cc2cc(OCc3ccccc3)ccc2[nH]1
  8	9	2	-2	-3	1	2	1	3
CCOC(=O)c1cc2c3ccccc3n(CC)c2nc1N
  -5	-8	-10	3	2	-4	-1	4	-3
CCC(=O)Oc1ccc2c(c1)O/C(=C\c1ccco1)C2=O
  3	1	3	0	1	1	-3	.	.
COc1cc(NC(=O)c2cc(OC)c(OC)c(OC)c2)c(OC)cc1NC(=O)CN1CCCCC1
  0	16	12	3	3	0	3	-5	-3
CC(C)(Oc1ccc(Cl)cc1)C(=O)NCCN1C(=O)S/C(=C/c2cccnc2)C1=O
  8	18	-2	2	-2	2	1	0	0
CC(=O)c1ccc(NC(=O)N2CCc3ccccc3C2)cc1
  -4	-8	-13	-4	-11	-1	-1	0	6

Remaining list, next part:
Order of values: ZTA DNA inh	PREPL inh	EBNA-1 inhibitor	LYPLA1 inh	LYPLA2 counter	PAD4 FP inh	GSTO1 counter	PAFAH2 FP inh	PAFAH1B3 FP inh
O=C(c1cc(COc2ccc(F)cc2Cl)on1)N1CCCC(c2ccccc2)C1 (stereo not drawn)
  3	-9	-3	1	-3	0	-1	-2	-1
Cc1cccc(OCC(=O)NCCCNC(=O)c2ccc(C)nc2)c1
  -11	12	4	-2	3	1	11	2	2
Cc1ccc(NC(=O)COc2ccc(/C=C3/NC(=O)NC3=O)cc2)cc1
  12	-4	10	-12	-24	-4	-3	-2	-6
CN1C2C=C(N(CCc3c[nH]c4ccccc34)C(=O)c3ccc(Cl)cc3)CC1CC2 (stereo not drawn)
  -19	8	-5	3	7	2	6	3	-6
CC(=O)c1cccc(NC(=O)COC(=O)CCC(=O)c2ccc(F)cc2)c1
  .	9	.	.	.	2	.	-4	-1
Cn1nccc1C(=O)N1CCCC(C(=O)c2ccc(Oc3ccccc3)cc2)C1 (stereo not drawn)
  -25	16	-6	6	13	0	2	16	8
Cc1ccc(-c2cc(C(=O)N/N=C/c3ccco3)[nH]n2)cc1
  -16	7	3	-3	-9	0	-5	-2	5
Cc1ccc(O)c(C(=O)/C=C/c2ccc3c(c2)OCCCO3)c1
  1	19	-1	-2	-4	4	3	-13	-5
COc1cc(C)c(Cl)cc1S(=O)(=O)NCc1ccco1
  16	-12	4	4	7	3	5	7	9
O=C(CSc1nc2ccccc2c(=O)n1-c1ccc(F)cc1F)Nc1ccc2c(c1)CCC2
  -1	-6	1	-9	-13	1	-4	-5	-10
N#Cc1ccccc1CSCCNC(=O)Cc1c(F)cccc1Cl
  -1	-5	-3	1	6	2	-3	6	7
Cc1cccc(NC(=S)Nc2ccc(Oc3ccccc3)cc2)n1
  6	0	-1	-2	6	-1	-1	-8	8
O=C(CSc1nnc(-c2ccco2)n1Cc1ccccc1)NC(=O)NCc1ccco1
  4	-1	-1	0	-4	5	-2	7	9
CC(NC(=O)c1cccc(Cl)c1)C1CC2CCC1C2 (stereo not drawn)
  -7	10	-25	-1	2	0	-3	10	9
Cc1cccc(C)c1NC(=O)CN(C)C(=O)CC1OC(=O)c2ccccc21 (stereo not drawn)
  -14	20	11	3	3	6	3	2	3
CC(=O)c1sc(Nc2ccccn2)nc1C
  -5	1	8	2	6	1	-14	-4	1
C=CCc1c(C)nc(SCC(N)=O)[nH]c1=O
  13	3	12	2	6	3	0	-1	-2
CCOC(=O)Cc1csc(NC(=O)CSc2nnc(-c3ccncc3)n2Cc2ccco2)n1
  1	-20	8	-1	8	-6	4	0	10
O=C1CC(NC2CCN(C(=O)c3cccc(F)c3)CC2)C(=O)N1 (stereo not drawn)
  8	0	0	3	5	-1	3	-3	0
CN(C)C(=O)C[n+]1ccc(C(N)=O)cc1
  13	18	1	-5	-3	2	6	3	6
CCOc1ccc(C(=O)N(Cc2ccccc2)c2cccc(C)c2)cc1OC
  23	-4	11	-1	0	-3	-3	-5	8
N#Cc1ccc(S(=O)(=O)NCC(=O)OCC(=O)N2CCCC2=O)cc1
  17	16	3	0	0	6	6	4	-1
NCCCS(=O)(=O)O
  -9&-5	14&-6	-4&-5	3&-3	8&-2	4&1	1&4	-4&-1	8&6
Cc1cc(-c2ccccc2)n2nc(C)c(-c3ccccc3)c2n1
  17	2	-4	1	0	1	1	-3	8
Cc1ccc(C)c(Oc2cc(F)nc(N)n2)c1
  1	-6	3	-2	1	-6	-1	-2	4
Cc1ccc2nc(NC(=S)NC(=O)c3cccs3)sc2c1
  -12	14	-2	-3	7	-3	3	5	8
O=S(=O)(NC(=S)NC1CCCCC1)c1cccs1
  -14	11	5	1	2	-6	7	1	2
COc1ccccc1NC(=O)Nc1nc(CC(=O)Nc2cccc(F)c2)cs1
  -12	20	-6	-21	-13	0	-42	-12	3
N#C/C(=C\c1ccc(OCc2cccc(C(=O)O)c2)cc1)C(=O)NCc1ccco1
  -6	-7	-5	3	2	-4	-12	37*	13
CCOC(=O)C(C)Sc1ccc2nnc(CCNS(=O)(=O)c3ccc(C)cc3)n2n1 (stereo not drawn)
  2	9	8	2	1	1	-4	10	13

Looked up above.
Value for O=C1CC(NC2CCN(C(=O)c3cccc(F)c3)CC2)C(=O)N1 (stereo not drawn) under ZTA DNA inh: 8
Value for Cc1cccc(NC(=S)Nc2ccc(Oc3ccccc3)cc2)n1 under GSTO1 counter: -1

Some of these compounds in order of the EBNA-1 inhibitor value, descending.
Molecule | PREPL inh | EBNA-1 inhibitor | PAD4 FP inh | PAFAH2 FP inh | PAFAH1B3 FP inh
Cc1cccc(C)c1NC(=O)CN(C)C(=O)CC1OC(=O)c2ccccc21 (stereo not drawn) | 20 | 11 | 6 | 2 | 3
O=C(CSc1nc2ccccc2c(=O)n1-c1ccc(F)cc1F)Nc1ccc2c(c1)CCC2 | -6 | 1 | 1 | -5 | -10
COc1ccccc1NC(=O)Nc1nc(CC(=O)Nc2cccc(F)c2)cs1 | 20 | -6 | 0 | -12 | 3

(more compounds)
Order of values: ZTA DNA inh	PREPL inh	EBNA-1 inhibitor	LYPLA1 inh	LYPLA2 counter	PAD4 FP inh	GSTO1 counter	PAFAH2 FP inh	PAFAH1B3 FP inh
COc1ccc(CCNS(=O)(=O)c2ccccc2)cc1OC
  -19	-10	13	-3	0	2	-9	0	1
COc1ccccc1C(=O)NCC(=O)NNc1ncnc(N)c1[N+](=O)[O-]
  6	9	5	2	7	5	5	.	.
CN1CCN(C(=O)C2CC(c3c(F)cccc3Cl)=NO2)CC1 (stereo not drawn)
  -3	7	4	4	4	3	2	-2	3
C[N+](C)(C)CCN1C(=O)CSC1=O
  -1	-2	5	-2	3	-1	3	-1	1
C=CCOc1ccc(/C=C/C(=O)OCC(=O)N2CCN(C(C)=O)CC2)cc1
  .	15	.	.	.	-3	.	-6	7
NNc1ccc(Cl)c(C(=O)O)c1
  1	-3	-3	0	-1	8	6	-4	4
CN(Cc1ccccc1)C(=O)CN(C1CCCCC1)S(C)(=O)=O
  10	3	-8	-2	-2	-6	6	2	2
O=C1CCCC(O)=C1N=Nc1ccc(C(=O)O)cc1
  12	21	-6	-1	1	4	29	52*	50*
O=C(CSc1ccccc1C(=O)O)NC1CCCCCC1
  6	2	-1	-3	3	-1	22	7	7
O=c1c2c(nc3nc(NCc4cccc(Cl)c4)[nH]n13)CCC2
  -6	6	-1	0	3	-1	-1	.	.
O=C(NC1=NCCS1)C12CC3CC(CC(C3)C1)C2
  5	13	-8	-1	-2	-4	-10	13	3
C=CCn1c(=O)c(C(=O)OCC)c(O)c2ccccc21
  9	-2	4	-1	-1	0	5	10	4
COc1ccc(C(=O)Nc2cc(C)on2)cc1OC
  -3	5	-5	-4	0	-2	6	-4	5
Cc1nc(SCc2ccccc2C#N)n[nH]1
  5	4	-7	-3	2	-3	2	-2	3
COc1cc(CN2CCN(Cc3ccc(C)cc3)C(CCO)C2)ccc1O (stereo not drawn)
  4	0	7	-2	-1	-4	10	2	2
CCCC(=O)n1nc(-c2cccnc2)nc1N
  10	13	8	4	4	4	1	-5	5

Not all compounds are listed; the hit share may differ from the screen's.
